Screening results: PubChem BioAssay, several laboratories
CYP2C9 activ = CYP2C9 (human) activation. recombinant CYP2C9, luciferin-H conversion, luminescence; active compounds read high; factor 1 = untreated enzyme, 0 = blocked. 1.4% of 96,000 active. P11712. AID 1024. activation factor at 5 µM;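 active = activation factor of 2 or more for CYP2C9 at a 5 µM dose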;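 note: 0 = sulfaphenazole-blocked wells and 1 = vehicle-only wells; values of inactives mirror those of a sister screen read the other way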
Target sequence (P11712 whole entry, looked up): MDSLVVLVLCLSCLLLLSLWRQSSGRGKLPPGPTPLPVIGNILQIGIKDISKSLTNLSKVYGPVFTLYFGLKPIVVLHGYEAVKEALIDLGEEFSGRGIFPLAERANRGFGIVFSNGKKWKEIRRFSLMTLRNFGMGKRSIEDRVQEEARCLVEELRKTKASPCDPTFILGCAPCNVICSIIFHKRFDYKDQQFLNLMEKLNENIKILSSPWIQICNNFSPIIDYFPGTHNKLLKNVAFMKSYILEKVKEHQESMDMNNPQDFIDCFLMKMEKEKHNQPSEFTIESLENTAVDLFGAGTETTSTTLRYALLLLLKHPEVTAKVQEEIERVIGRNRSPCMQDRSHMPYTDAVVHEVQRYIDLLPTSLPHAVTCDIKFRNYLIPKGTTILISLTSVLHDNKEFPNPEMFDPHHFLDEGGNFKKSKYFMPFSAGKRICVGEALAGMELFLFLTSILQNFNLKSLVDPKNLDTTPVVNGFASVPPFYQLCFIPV
hDAT+cocaine = modulates human dopamine transporter uptake under cocaine; LLC-PK1 hDAT cells, [14C]-dopamine uptake with cocaine IC80; actives deviate in either direction; 1.3% of 110,000 active; AID 449768; B-score at 10 µM; Q01959;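 active = Z score or B-score, a plate-position-corrected score, falls beyond the plate's 99.7% confidence bounds, in either direction; inactive = both scores lie inside the 99.7% bounds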;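 note: scored against the spread of the other compound wells on the same plate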
VCAM1 TNFa inh = reduces TNF alpha induced VCAM1 expression in HUVEC; HUVEC TNFa-induced VCAM-1 immunofluorescence, high-content imaging; inhibition, % at 2 µM; 0.48% of 95,000 active; AID 802;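 active = inhibition above the batch mean plus 3 SD, with images confirmed as a hit by eye, cut at about 37% in these data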;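 note: 0% = TNF-stimulated DMSO wells and 100% = unstimulated control wells; not every result past the cut was called active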
TNFa cytotox = HUVEC cytotoxicity counter-screen, TNF alpha stimulated; cell count reduction, % at 2 µM; HUVEC TNFalpha-stimulated, Hoechst cell count, imaging; 0.17% of 93,000 active;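 active = cell count reduction exceeding the screen mean by over 5 SD, scaled to untreated wells per plate, cut at about 78% in these data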;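 note: cells counted after 24 h of TNF alpha exposure following the 1 h pretreatment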
Calb biofilm kill = kills Candida albicans biofilms. 0.14% of 85,000 active. C. albicans biofilm + clotrimazole, Alamar Blue. inhibition, % at 6 µM. AID 834;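 active = inhibition above 20%; inactive = inhibition below 20%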;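 note: preformed 24 hr biofilms exposed to compound for 48 hr; 0% = biofilm without compound and 100% = blank killed by clotrimazole plus chlorhexidine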
CYP2C19 inh = human CYP2C19 inhibition; 21% of 96,000 active; CYP2C19 Supersomes, luciferin-H EGE luminescence, 30 min; inhibition, % at 5 µM; AID 778;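 active = CYP2C19 inhibition above a set limit at 5 µM in the primary screen, cut at about 50% in these data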;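 note: plate controls were negative control wells for no effect and 2.5 mM tranylcypromine positive control for full effect; values of inactives mirror those of a sister screen read the other way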
Target sequence (P33261 whole entry, looked up): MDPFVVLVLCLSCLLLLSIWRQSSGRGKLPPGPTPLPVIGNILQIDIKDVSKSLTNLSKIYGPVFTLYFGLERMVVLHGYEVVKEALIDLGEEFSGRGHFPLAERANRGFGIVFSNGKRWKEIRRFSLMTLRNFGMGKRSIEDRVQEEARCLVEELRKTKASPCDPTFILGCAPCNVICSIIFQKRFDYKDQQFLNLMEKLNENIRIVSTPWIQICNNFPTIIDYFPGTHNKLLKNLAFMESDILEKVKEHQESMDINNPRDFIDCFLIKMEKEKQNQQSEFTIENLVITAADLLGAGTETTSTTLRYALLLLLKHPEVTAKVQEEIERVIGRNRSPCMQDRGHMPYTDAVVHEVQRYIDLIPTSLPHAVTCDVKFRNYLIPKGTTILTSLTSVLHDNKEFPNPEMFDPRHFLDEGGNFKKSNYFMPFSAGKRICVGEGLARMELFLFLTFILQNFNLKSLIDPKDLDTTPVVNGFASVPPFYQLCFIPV
CYP2C9 inh = human CYP2C9 inhibition; P11712; CYP2C9 Supersomes, luciferin-H conversion, luminescence; inhibition, % at 5 µM; 20% of 96,000 active; AID 777;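 active = blocking of liver enzyme CYP2C9 beyond about 50% at 5 µM, limit read from the data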; note: values of inactives mirror those of a sister screen read the other way
HUVEC tox IL1B = toxic to HUVEC cells under IL-1B stimulation; HUVEC cell count loss, Hoechst imaging, IL-1B stimulated; cell count reduction, % at 2 µM; 0.41% of 94,000 active;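 active = cell count reduction more than 3 SD above the screen-wide mean, cut at about 70% in these data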;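 note: normalized per plate to untreated control cells as the no-loss baseline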
CYP2C19 activ = increases human CYP2C19 enzyme activity; P33261; recombinant CYP2C19, luciferin-H EGE luminescence; active compounds read high; 0 = fully inhibited enzyme, 1 = untreated enzyme; activation factor at 5 µM; 96,000 tested, under 10 active;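 active = activation factor of at least 2 at 5 µM in the primary screen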;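 note: 0 = wells with 2.5 mM tranylcypromine and 1 = vehicle-only wells; values of inactives mirror those of a sister screen read the other way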
An asterisk follows results filed as active; / = not tested or not shown.

SMILES | CYP2C9 activ | hDAT+cocaine | VCAM1 TNFa inh | TNFa cytotox | Calb biofilm kill | CYP2C19 inh | CYP2C9 inh | HUVEC tox IL1B | CYP2C19 activ
CC1CCCC(C)N1C(=O)CN1C(=O)C(C)(C)Oc2ccc(C(=O)NC3CCCCC3)cc21 (stereo unspecified) | 0.7 | 1.7 | -14 | -5 | 7 | 7 | 25 | -6 | 0.9
O=C(Nc1nc(-c2cccc(Br)c2)cs1)Oc1ccccc1 | 1.1 | -1.4 | 2 | -10 | / | 12 | -8 | -20 | 0.9
Cc1ccc(C(=O)COC(=O)c2ccc(Br)o2)cc1C | 0.7 | -0.31 | -4 | 2 | 5 | 38 | 26 | 7 | 0.6
COc1ccccc1N1CCN(CCN2C(=O)CC(=C3c4ccccc4-c4ccccc43)C2=O)CC1 | / | -0.086 | 34 | -9 | 11 | / | / | -4 | /
O=C(Cn1c(C(=O)N2CCc3ccccc3C2)cc2sccc21)c1ccccc1 | 0.4 | -0.074 | -5 | 10 | -2 | 69* | 64* | 42 | 0.3
Oc1ccccc1C1Nc2cccc3cccc(c23)N1 | 1 | -0.32 | 20 | 16 | 9 | 41 | 0 | -13 | 0.6
Cc1ccn2cc(C(=O)Nc3nnc(C)s3)nc2c1 | 1 | -0.15 | / | / | 3 | -2 | -4 | / | 1
C=CCSc1nc(=O)n2cccc(C)c2n1 | 0.9 | -1.4 | 3 | -15 | / | 28 | 9 | -5 | 0.7
O=C(NCCCn1ccnc1)C(=O)NCc1ccc(Cl)cc1 | / | 1.4 | 1 | 2 | -4 | / | / | -8 | /
CCOC(=O)/C(C#N)=C1/C=CN(C)C=N1 | 1 | -1.3 | 11 | -16 | 8 | 6 | -3 | -24 | 0.9
Cc1cc(C)n2c(SCc3ccc(C#N)cc3)nnc2n1 | 1 | 0.28 | 0 | -16 | -3 | 45 | -2 | 21 | 0.5
Cc1ccc(C)n1C(Cc1ccccc1)C(=O)O (stereo unspecified) | 0.7 | -0.21 | 8 | -3 | / | 8 | 28 | -10 | 0.9

Some of these compounds in order of SMILES length, rising:
SMILES | CYP2C9 activ | hDAT+cocaine | VCAM1 TNFa inh | TNFa cytotox | Calb biofilm kill | CYP2C19 inh | CYP2C9 inh | HUVEC tox IL1B | CYP2C19 activ
C=CCSc1nc(=O)n2cccc(C)c2n1 | 0.9 | -1.4 | 3 | -15 | / | 28 | 9 | -5 | 0.7
Cc1ccn2cc(C(=O)Nc3nnc(C)s3)nc2c1 | 1 | -0.15 | / | / | 3 | -2 | -4 | / | 1
O=C(Nc1nc(-c2cccc(Br)c2)cs1)Oc1ccccc1 | 1.1 | -1.4 | 2 | -10 | / | 12 | -8 | -20 | 0.9
CC1CCCC(C)N1C(=O)CN1C(=O)C(C)(C)Oc2ccc(C(=O)NC3CCCCC3)cc21 (stereo unspecified) | 0.7 | 1.7 | -14 | -5 | 7 | 7 | 25 | -6 | 0.9

Next section:
SMILES | CYP2C9 activ | hDAT+cocaine | VCAM1 TNFa inh | TNFa cytotox | Calb biofilm kill | CYP2C19 inh | CYP2C9 inh | HUVEC tox IL1B | CYP2C19 activ
COC(=O)C1=C(C(=O)OC)SC(=C2C(=S)C(C)(C)N(C(=O)C(C)C)c3ccccc32)S1 | 0.1 | -0.86 | 13 | 6 | 0 | 40 | 95* | -2 | 0.6
CCOC(=O)N1CCC(N2CCN(S(=O)(=O)c3ccc4ccccc4c3)CC2)CC1 | 2.2* | -0.35 | 26 | -1 | / | 13 | -118 | 14 | 0.9
COc1cc(OC)cc(-c2nnc(SCC(=O)N(C(C)C)C(C)C)o2)c1 | 2.3* | 0.7 | -3 | 0 | 4 | 72* | -133 | 22 | 0.3
CCOc1ccc(C2=NNC(c3cccs3)=Nc3ccc(OCC)cc32)cc1 | 0.5 | / | 3 | -26 | / | 6 | 53* | -4 | 0.9
NC(=O)C1CCN(C(=O)c2ccc(CS(=O)(=O)c3c(Cl)cccc3Cl)o2)CC1 | 0.9 | -1.5 | 11 | -50 | 5 | -12 | 8 | 16 | 1.1
CNC(=O)OCc1cccc(COC(=O)NC)n1 | 1 | / | 6 | -10 | 1 | -7 | 1 | -52 | 1.1
CC(=O)Nc1nc2ccc(NC(=O)c3ccco3)cc2s1 | 1 | -0.53 | -6 | -15 | / | 0 | 1 | -5 | 1
CC(Oc1ccccc1)c1ccnn1S(=O)(=O)c1ccccc1 (stereo unspecified) | 0.4 | -0.31 | -16 | 13 | / | 43 | 64* | -17 | 0.6
O=c1[nH]c(SCc2nc3ccccc3n2Cc2ccccc2)nc2ccccc12 | 0.8 | -0.34 | 18 | -1 | / | 3 | 23 | -2 | 1
O=C(OCc1ccccc1F)c1ccc2c(c1)OCCO2 | / | 0.88 | 0 | 1 | -3 | / | / | 18 | /
c1ccc(CCNc2ccc3nncn3n2)cc1 | 1.1 | -0.24 | / | / | 14 | 64* | -9 | / | 0.4
O=C1COc2ccc(-c3csc(=Nc4ccc(OC(F)F)cc4)n3CC3CCCO3)cc2N1 (stereo unspecified) | 0.7 | 1.2 | 6 | 9 | 5 | 24 | 27 | -4 | 0.8
CC(C)N1C(=S)SC(C)(C)C1n1oc(=O)n(-c2ccc(Cl)c(Cl)c2)c1=O (stereo unspecified) | / | / | -25 | 12 | 8 | / | / | 31 | /
Cc1ccc(-c2nc(CS(=O)CC(=O)NCCN3CCCC3)c(C)o2)cc1 (stereo unspecified) | 0.9 | -0.35 | / | / | 5 | 3 | 7 | / | 1
CCC(C)[C@H](NC(=O)OC(C)(C)C)C(=O)N/N=C/c1cccc2nccnc12 (stereo partly specified) | 0.8 | 2 | 9 | 0 | 7 | 9 | 18 | 6 | 0.9
CC(=O)NC1=NN(C(C)=O)C(c2sccc2C)S1 (stereo unspecified) | 0.8 | -0.83 | 6 | -18 | 0 | 34 | 21 | -3 | 0.7
O=C(Nc1c(F)cc(F)cc1Br)C1CCCO1 (stereo unspecified) | 1.1 | 0.0049 | -2 | -4 | -2 | -1 | -13 | -65 | 1
COc1ccc2cc(CCNC(=O)C3CCCC3)c(=O)[nH]c2c1 | 1.1 | -0.25 | / | / | -2 | -6 | -8 | / | 1.1
CCOC(=O)C(NC(=O)c1ccccc1)(N1CCCC1=O)C(F)(F)F (stereo unspecified) | 0.8 | -0.93 | -17 | -17 | 5 | 53* | 17 | 12 | 0.5
CCS(=O)(=O)N1CCCC(C(=O)NCc2ccc(C)cc2)C1 (stereo unspecified) | 0.9 | -1.1 | 12 | -29 | -4 | 24 | 7 | 11 | 0.8
CCOC(=O)c1ccc(NC2c3ccccc3C(=O)N2c2cccnc2)cc1 (stereo unspecified) | 0.2 | 0.16 | / | / | 14 | 88* | 75* | / | 0.1
CN(CC(=O)Nc1ccc(S(N)(=O)=O)cc1)c1ccccc1 | 1 | 0.18 | -12 | -24 | / | -10 | -4 | -16 | 1.1
O=C(Nc1cccc2nsnc12)c1ccc(-c2ccc(Br)cc2)o1 | 1 | / | -32 | / | / | -8 | -2 | 0 | 1.1
O=C(c1cccs1)N1CCN(Cc2cccnc2)CC1 | 0.6 | -1.3 | / | / | 3 | 83* | 37 | / | 0.2
C=CCn1cnc2c(c1=O)c1nc3ccccc3nc1n2-c1ccccc1 | 0.8 | / | / | / | / | 23 | 19 | / | 0.8
CCOc1ncccc1C(=O)OCC(=O)Nc1c(C)cccc1C | 0.8 | 0.036 | -12 | -4 | / | 52* | 24 | -17 | 0.5
COc1cc(C2C(C#N)=C(C)NC3=C2C(=O)CC(C)(C)C3)ccc1OCCO (stereo unspecified) | 0.5 | 0.0024 | 0 | -27 | 6 | 14 | 47 | 6 | 0.9
COC(=O)c1oc2ccccc2c1-n1cccc1 | 0.8 | -0.11 | -3 | -37 | 2 | 14 | 21 | 2 | 0.9
CCOC(=O)/C=c1\s/c(=C\c2ccc3c(c2)OCCO3)c(=O)n1CC(=O)NCC1CCCO1 (stereo unspecified) | 0.4 | 0.012 | -10 | 26 | 5 | 73* | 58* | 4 | 0.3
Cc1c(C2N3CC4(C)CN2CC(C)(C3)C4=O)c2ccccc2n1C (stereo unspecified) | 1.2 | 1.5 | / | / | -2 | 21 | -18 | / | 0.8
CCN(C(=O)c1ccnc(C(C)(C)C)c1)c1ccccc1 | 0.6 | 1.5 | 20 | -6 | -2 | 61* | 45 | -27 | 0.4
CCCCOC(=O)n1c(=S)oc2cc(Cl)ccc21 | 1 | 0.6 | -10 | 18 | 4 | 5 | -2 | -15 | 1
Cc1cc(C)nc(-n2nc(C)cc2NC(=O)CNCc2ccccc2)n1 | 0.4 | 0.53 | -4 | 0 | 5 | 33 | 61* | -126 | 0.7
O=C(NCc1ccc2c(c1)OCO2)c1ccc(=O)[nH]c1 | 1 | -0.017 | 9 | -8 | 7 | -16 | -1 | -6 | 1.2
COc1ccccc1N1C(=O)C2CC=CC(C)C2C1=O (stereo unspecified) | 0.9 | -0.02 | / | / | 3 | 35 | 14 | / | 0.7
CCc1nnc(NC(=O)Nc2ccc(OC)cc2)s1 | 0.8 | 0.29 | 13 | -21 | 4 | -1 | 19 | -14 | 1
Cc1ccc(-n2ncc3c(=O)n(CC(=O)N4CCCCCC4)cnc32)cc1 | 0.8 | 0.55 | / | / | 4 | 7 | 20 | 2 | 0.9
O=C(CSc1n[nH]c(-c2ccco2)n1)Nc1sc2c(c1C(=O)Nc1ccccc1)CCCC2 | 0.2 | -0.25 | -20 | -40 | 4 | 48 | 84* | 14 | 0.5
O=C1C2CC=C(Cl)CC2C(=O)N1c1ncn[nH]1 (stereo unspecified) | / | -0.49 | 12 | 1 | 5 | / | / | 23 | /
CCOC(=O)C1=NN(C(=O)c2ccc(C)cc2)C(O)(c2ccc(Cl)cc2)C1 (stereo unspecified) | 0.7 | 1.4 | 1 | 10 | / | 56* | 34 | 9 | 0.4
COc1ccc(OCCNS(=O)(=O)c2ccccc2)cc1 | 0.2 | 0.26 | -3 | -2 | -5 | 86* | 82* | -9 | 0.1
CCOc1ccccc1C1CC(c2ccccc2)Nc2nc(N)nn21 (stereo unspecified) | 0.9 | -0.46 | / | / | 8 | 45 | 13 | / | 0.6
O=S(=O)(NCCO)c1cccc2cccnc12 | 0.6 | -0.35 | 13 | -26 | 6 | 20 | 36 | -4 | 0.8
CCn1c(SCC(=O)Nc2nc(-c3ccccc3)cs2)nnc1-c1ccccc1O | 0 | -0.011 | 0 | 6 | 1 | 89* | 95* | -12 | 0.1
Cc1ccc(Nc2c(-c3ccc(C)o3)nc3cnccn23)cc1 | 0.7 | 0.95 | -10 | -5 | 4 | 57* | 32 | 4 | 0.4
Cc1ccccc1C(=O)N/N=C/c1ccncc1 | 0.8 | -1.1 | 3 | -12 | / | 26 | 15 | / | 0.7
CCN(CC)C(=O)CSc1nc(-c2ccc(C)cc2)nc2c1COC(C)(C)C2 | 0.6 | 0.46 | 4 | -14 | 1 | 28 | 44 | -15 | 0.7
Cc1ccc(N=Cc2ccc(O)cc2O)cc1F | 1.2 | 0.58 | 10 | -3 | / | 6 | -18 | -26 | 0.9
COc1cc(NC(=O)C2CCN(S(=O)(=O)c3cccc4nonc34)CC2)cc(OC)c1 | 1.2 | / | 2 | 16 | 6 | -2 | -17 | -99 | 1
COc1ccc(C2C(C(=O)N3CCCCC3)c3ccccc3C(=O)N2C)cc1 (stereo unspecified) | 0.9 | -0.074 | 15 | -36 | 8 | -1 | 9 | 11 | 1
C/C(=N\NS(=O)(=O)c1ccc(Br)cc1)c1cccs1 | 0.3 | 0.83 | -3 | -24 | 5 | 70* | 68* | -17 | 0.3
O=C(OC1CCN(c2ccc([N+](=O)[O-])cc2)CC1)c1ccccc1 | 0.8 | 0.029 | -10 | -22 | / | 16 | 20 | -92 | 0.8
